Screening data as filed in PubChem BioAssay.
T cell HTS = T cell immune modulation candidate | 0.068% of 330,000 active | AID 2052 | calls only at 7 µM | 2C CD8+ T cell-vesicle binding, flow cytometry; active compounds read low;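 active means response, share of CD8 T cells binding vesicles, and their 90th percentile fluorescence all below set limits, cut at about 80% in these data, passing the limit was not always enough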
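Assay system: 2C TCR transgenic mouse naive CD8+ T cells, MACS-purified | Read-out: CD8+ gate FL2 mean fluorescence as % of same-row positive control | Signal: High-throughput flow cytometry with anti-B7-1 and anti-CD8 staining | Timing: Binding step 1.5 h, 37 °C, antibody labelling 20 min, ice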
NTR1 ag = agonists of NTR1, primary screen, imaging, U2OS cells, beta-arrestin-GFP, high content (AID 493036) | NTR1-U2OS beta-arrestin-GFP spot imaging, agonist mode | activation, % at 20 µM | 0.17% of 330,000 active;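 active means activation at or above 40% of the spot to cytoplasm intensity ratio, with at least 20 cells analyzed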;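 further: 0% = DMSO without peptide and 100% = 100 nM NTR1 peptide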
Target sequence (P30989 whole entry, looked up): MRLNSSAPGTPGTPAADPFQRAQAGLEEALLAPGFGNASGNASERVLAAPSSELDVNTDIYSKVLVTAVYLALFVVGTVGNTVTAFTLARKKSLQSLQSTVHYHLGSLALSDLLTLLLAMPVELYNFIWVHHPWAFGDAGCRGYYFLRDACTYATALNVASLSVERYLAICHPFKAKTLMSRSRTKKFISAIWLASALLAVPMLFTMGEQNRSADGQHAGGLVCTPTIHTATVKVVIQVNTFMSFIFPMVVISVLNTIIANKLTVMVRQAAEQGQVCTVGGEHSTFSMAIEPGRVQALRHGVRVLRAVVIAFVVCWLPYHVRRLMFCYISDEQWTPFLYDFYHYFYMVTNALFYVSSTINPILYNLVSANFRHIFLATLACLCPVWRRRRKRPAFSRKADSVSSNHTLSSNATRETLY
T cell HTS vesicle-bound % = further read-out of T cell HTS, marked with its call; double positive events, %; measured here: CD8+ vesicle-bound cell fraction;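 binding gate set so that unloaded-vesicle control wells show 10% double positive cells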
NTR1 ag cell count 20 µM = further read-out of NTR1 ag, marked with its call; cell count; measured here: cell count, cytotoxicity flag
The depositor's hits bear a star; i = inactive. Only part of the results is shown; count on the stated rates, not on these rows.

SMILES	T cell HTS	T cell HTS vesicle-bound %	NTR1 ag	NTR1 ag cell count 20 µM
CN(C(=O)c1cccc(NC(=O)Cc2ccc([N+](=O)[O-])cc2)c1)C1CCCCC1	i	52.0	1.6	55
COc1ccc(CN(C)C(=O)C2CCN(S(=O)(=O)c3cccs3)CC2)cc1F	i	3.8	1.3	66
COc1ccc2sc(-c3ccc(N(C)C)cc3)c(-c3ccc4cc[nH]c4c3)c2c1	i	12.0	1.3	59
FC(F)Oc1ccccc1NC(=S)NCCc1ccccc1	i	36.9	-1.0	56
Cc1cc(C)c(C(N)=O)c(SCC(=O)c2cc(C)n(-c3cc(C)on3)c2C)n1	i	50.3	-0.1	55
CCN(CC(=O)Nc1ccc2c(c1)OCCO2)C(=O)CCc1ccccc1Cl	i	45.4	4.5	54
COc1ccc(S(=O)(=O)N2CCN(c3cnccn3)CC2)cc1OC	i	22.0	1.6	54
CC(C)(C)OC(=O)N1CCN(C(=O)c2ncn(Cc3ccccc3)c2C(=O)N2CCN(C(=O)OC(C)(C)C)CC2)CC1	i	33.0	-0.3	59
CCOC(=O)C1=C(COC(=O)/C=C/c2cccc(Br)c2)NC(=O)NC1C (stereo not drawn)	i	45.5	0.9	89
O=C(Cc1c(F)cccc1Cl)NNC(=O)c1ccccc1Cl	i	40.5	-1.0	73
O=C(Cn1cnc2c(NC(=O)OCc3ccccc3)ncnc21)NCCN1CCOCC1	i	31.5	-2.1	64
Cc1cccc(NC(=O)c2nc[nH]c2C(=O)NCCN(CCNC(=O)c2[nH]cnc2C(=O)Nc2cccc(C)c2)CCNC(=O)c2[nH]cnc2C(=O)Nc2cccc(C)c2)c1	i	20.0	3.6	45
CC(C)NC(=O)NC(=O)CSc1ccc(S(=O)(=O)N2CCCC2)cn1	i	29.8	-0.2	73
O=C(N[C@H]1CCC(=O)N([C@H](CSc2ccc(Br)cc2)Cc2ccccc2)CC1)OCc1ccccc1	i	55.0	0.0	66
Cc1ccc(C)c(OCC(=O)NNC(=O)C2CCC2)c1	i	25.6	-0.8	63
O=C(OCC(=O)N1CCCC1)c1cc2c(cc1[N+](=O)[O-])OCCO2	i	22.8	0.6	59
Cc1cc(C)cc(NC(=O)COC(=O)Cc2ccccc2F)c1	i	34.0	-1.5	60
CN1CCC(N(C)C(=O)c2cccc(S(=O)(=O)N3CCc4ccccc43)c2)CC1	i	35.7	0.6	73
O=C(NCc1cc(C(F)(F)F)ccc1Cl)c1cccc2c1C(=O)c1ccc(-c3ccc(OC(F)(F)F)cc3)cc1S2(=O)=O	i	12.8	-0.4	61
COc1ccc(CC(=O)OCC(=O)NCC2CCCO2)cc1OC (stereo not drawn)	i	19.6	-1.8	64
CCOc1ccc(N2C(=O)CSC2=NC#N)cc1	i	25.8	1.6	41
Cc1cccc(C)c1NC(=O)CN1C(=O)C2CC=CCC2C1=O (stereo not drawn)	i	47.5	-0.5	65
COc1ccccc1-c1nn(Cc2ccccc2)cc1C(=O)N1CCN(c2ncccn2)CC1	i	19.3	0.1	63
O=c1cc(OCc2ccccc2)cc[nH]1	i	49.2	0.3	46
Cc1cc(C(=O)Nc2cccc(S(=O)(=O)N3CCCC3)c2)c2ccccc2n1	i	26.9	2.5	65
CCn1c(SCc2nc3ccccc3s2)nc2cc(S(=O)(=O)N3CCOCC3)ccc21	i	20.7	1.1	49
O=S(=O)(c1ccc(F)cc1)N1CCN(Cc2cc3c(cc2Br)OCCO3)CC1	i	44.9	3.5	52
CC(C)C(=O)COc1c2occc2cc2ccc(=O)oc12	i	15.0	0.3	60
Cc1[nH]c(=O)c(Cc2ccccc2)c(O)c1C#N	i	38.6	1.6	39
CCOc1ccc(NC(=O)CN(C)C(=O)CCSc2ccc(F)cc2)cc1OCC	i	5.5	0.8	93
COc1ccc([C@H]2CC(=O)C=C(c3ccc(F)cc3OCc3ccccc3)C2)cc1	i	14.4	3.0	52
CCCc1cc(NC(=O)COC(=O)c2nccnc2N)n(-c2ccccc2)n1	i	27.1	-1.8	63
CCCC(=O)Nc1cc(S(=O)(=O)N2CCOCC2)ccc1N1CCCCC1	i	39.9	0.0	55
CC(C)(C)OC(=O)C[C@H]1C/C=C\C[C@H](CC(=O)NCCO)C(=O)N2CCC[C@@H]2COC1=O	i	6.8	-0.5	46
Nc1cc(=O)[nH]c(SCC(=O)Nc2cccc(S(=O)(=O)N3CCCCCC3)c2)n1	i	28.0	2.3	57
C[C@@]12CCC3[C@@](CCC4[C@@]3(C)CCC[C@@]4(C)C(=O)O)(CC1=O)C2 (stereo partly drawn)	i	22.3	3.8	43
COc1ccccc1C(=O)NCCC(=O)NC1CCCCCC1	i	20.9	0.5	58
COc1ccc(C(=O)NCC(=O)OCC(=O)NC23CC4CC(CC(C4)C2)C3)cc1	i	54.2	2.0	62
Cc1cnc(C(=O)N2CCN(S(=O)(=O)c3ccc(F)c(F)c3F)CC2)cn1	i	34.7	2.3	61
COc1ccc(C(CNC(=O)c2ccc(OCc3c(C)noc3C)cc2)N2CCCC2)cc1 (stereo not drawn)	i	38.0	-1.1	104
O=C(COC(=O)c1ccc(O)cc1O)Nc1cccc2ccccc12	i	27.6	1.7	54
COc1cccc(C(=O)COC(=O)COc2c(C)cc(C)cc2C)c1	i	29.7	-1.0	59
Cc1ccnc2nc(C(=O)OCC(=O)Nc3ccc4c(c3)OCCO4)nn12	i	30.1	0.6	37
Cc1ccc(S(=O)(=O)N(C)C)cc1NC(=O)C(C)OC(=O)C1CCCCC1 (stereo not drawn)	i	53.2	-0.1	54
O=S(=O)(c1ccc(=S)[nH]c1)N1CCCCC1	i	18.8	2.3	64

Reprinted at random: 5 records from the list
SMILES	T cell HTS	T cell HTS vesicle-bound %	NTR1 ag	NTR1 ag cell count 20 µM
C[C@@]12CCC3[C@@](CCC4[C@@]3(C)CCC[C@@]4(C)C(=O)O)(CC1=O)C2 (stereo partly drawn)	i	22.3	3.8	43
CCCc1cc(NC(=O)COC(=O)c2nccnc2N)n(-c2ccccc2)n1	i	27.1	-1.8	63
Cc1ccnc2nc(C(=O)OCC(=O)Nc3ccc4c(c3)OCCO4)nn12	i	30.1	0.6	37
O=C(COC(=O)c1ccc(O)cc1O)Nc1cccc2ccccc12	i	27.6	1.7	54
O=S(=O)(c1ccc(=S)[nH]c1)N1CCCCC1	i	18.8	2.3	64

The listing continues.
SMILES	T cell HTS	T cell HTS vesicle-bound %	NTR1 ag	NTR1 ag cell count 20 µM
O=C(NC1CCS(=O)(=O)C1)c1ccccc1Cl (stereo not drawn)	i	48.2	1.1	58
CCCc1cc(=O)[nH]c(SCC(=O)NC2CCCCCCC2)n1	i	28.4	-1.9	45
CC1(c2ccc(OC(F)F)cc2)NC(=O)N(CC(=O)NCCC2=CCCCC2)C1=O (stereo not drawn)	i	37.9	-0.4	105
Cc1ccc(C(=O)NNC(=O)C(NC(=O)c2cccc(C)c2)C(C)C)cc1 (stereo not drawn)	i	41.7	-0.4	55
O=C(OCc1c(-c2ccccc2)ncc2ccccc12)c1ccc(Br)cc1	i	39.6	3.0	57
O=C(CSc1ccccc1F)NNC(=O)c1cncc(Br)c1	i	55.7	0.4	69
O=Cc1ccc(Cl)c(Cl)c1	i	25.7	-3.7	58
CCCn1nc(C(=O)OCC(=O)Nc2ccc(C(N)=O)cc2)c2ccccc2c1=O	i	33.3	9.1	55
Cc1ccc(N2C(=O)C3C4CCC(O4)C3C2=O)c(OC(F)F)c1 (stereo not drawn)	i	20.8	1.1	70
COc1ccc(C(=O)OCCCc2cc3ccccc3c(=O)o2)cc1	i	42.6	-0.9	58
Cc1ccc(S(=O)(=O)N(C)C)cc1NC(=O)COC(=O)C1=COCCO1	i	32.3	0.9	70
CC1(c2ccccc2)NC(=O)N(CC(=O)NNC(=O)c2cccc(Cl)c2)C1=O (stereo not drawn)	i	35.8	-1.2	50
CC1(C)NC(=O)N(CC(=O)OCC(=O)c2ccc(Cl)s2)C1=O	i	38.0	0.8	51
COc1ccccc1Nc1nnc(SCC(=O)NC2CCCC2)s1	i	43.9	0.5	58
CC(=O)C[C@H](O)CC(=O)[C@@H]1OC(=O)[C@@H](C)C/C=C\Cc2ccccc21	i	9.6	3.2	61
Cc1ccc(OCCCCCN2CCOCC2)c(Cl)c1	i	33.0	-0.6	41
N#CCC(=O)N1CCN(C(c2ccccc2)c2ccccc2)CC1	i	28.0	-0.2	48
Cc1ccc(C(=O)NCC(=O)N2CCN(c3cccc(Cl)c3)CC2)s1	i	45.1	-0.4	67
O=S(=O)(c1ccccc1)N(F)S(=O)(=O)c1ccccc1	i	12.0	2.0	51
COc1cc(NC(=O)COC(=O)CCc2nc3ccccc3c(=O)[nH]2)cc(OC)c1	i	55.9	0.8	49
Cc1nc(SCC(=O)NC2CCCCC2C)nc(C)c1C (stereo not drawn)	i	49.8	-0.2	59
CC1CCN(C(=O)c2cc(S(=O)(=O)N3CCOCC3)ccc2N2CCCC2)CC1	i	43.0	-1.9	53
CN(C(=O)COC(=O)c1ccc(Cl)nc1)c1c(N)n(Cc2ccccc2)c(=O)[nH]c1=O	i	21.2	1.5	57
COc1ccc(S(=O)(=O)N(C)C[C@H]2Oc3c(NC(=O)Nc4ccc5c(c4)OCO5)cccc3C(=O)N([C@H](C)CO)C[C@@H]2C)cc1	i	13.4	0.7	66
Cc1ccc(-c2cc(C(F)F)nc3sc4c(=O)[nH]cnc4c23)cc1	i	68.5	12.3	73
CCN(C(=O)COC(=O)CCOc1ccccc1)c1c(N)n(Cc2ccccc2)c(=O)[nH]c1=O	i	46.8	2.3	60
O=C(CCC(=O)N1CCN(c2ccc(C(F)(F)F)cn2)CC1)c1cccs1	i	33.2	1.4	71
O=C1CCCC2=C1C(c1ccc(O)c(O)c1)Nc1ccc3ccccc3c12 (stereo not drawn)	i	38.3	1.0	69
CC(C)C(NC(=O)CCNC(=O)c1ccccc1Cl)c1nc2ccccc2[nH]1 (stereo not drawn)	i	5.6	0.0	50
CSCCC(NC(=O)c1ccco1)C(=O)NC1CCC(C)CC1 (stereo not drawn)	i	39.0	-0.4	65
O=C(COc1cc(F)ccc1[N+](=O)[O-])Nc1cccc(S(=O)(=O)NC2=NCCC2)c1	i	26.5	0.9	65
O=C(COc1ccc(F)cc1)NCCNC(=O)COc1ccc(F)cc1	i	57.0	-2.4	40
O=C(NCc1ccccc1CN1CCCC1)c1cc2cc(Cl)ccc2o1	i	59.1	-0.6	50
O=C(CSc1nc2ccccc2c(=O)n1CCCN1CCOCC1)NCCc1ccccc1	i	4.3	-1.7	65
Cc1ccc(S(=O)(=O)NCCC(=O)NCCCSc2ccccc2)cc1	i	33.2	0.4	54
COc1cc2sc3cc(NCc4ccc5c(c4)OCO5)ccc3c(=O)c2cc1OC	i	24.8	1.4	66
COc1ccc(C(CNC(=O)c2cc3c(s2)CCC(C)C3)N2CCOCC2)cc1 (stereo not drawn)	i	35.6	-1.4	96
CN1C(=O)N(CC(=O)N2CCN(S(=O)(=O)/C=C/c3ccccc3)CC2)C(=O)C12CCCCC2	i	42.4	-3.2	66
CCN(CC)C(=O)c1[nH]cnc1C(=O)NCc1ccc(CNC(=O)OC(C)(C)C)cc1	i	28.8	-0.5	46
Nn1c(SCC(=O)NC2CCCCCC2)nnc1C(F)(F)F	i	27.6	-1.4	59
O=[N+]([O-])CC1(n2nc3ccccc3n2)CCCCC1	i	48.0	-0.9	90
O=C(NCCC(=O)N1CCCCCCC1)c1ccc(Br)cc1	i	41.0	1.5	50
COc1ccc(CCC(=O)OCC(=O)NCc2ccc3c(c2)OCO3)cc1	i	45.1	1.3	57
O=C(Nc1ccc(N2CCOCC2)cc1)c1ccc(Cl)c(S(=O)(=O)N2CCCC2)c1	i	22.1	0.6	99
COc1ccc(C(=O)NCC(=O)OCc2nc(N)nc(Nc3ccccc3C)n2)cc1	i	43.4	3.1	46

Entries of single compounds from above. Values in the order: T cell HTS	T cell HTS vesicle-bound %	NTR1 ag	NTR1 ag cell count 20 µM
O=C(CSc1nc2ccccc2c(=O)n1CCCN1CCOCC1)NCCc1ccccc1 is listed with i	4.3	-1.7	65
O=C(COc1cc(F)ccc1[N+](=O)[O-])Nc1cccc(S(=O)(=O)NC2=NCCC2)c1 is listed with i	26.5	0.9	65
O=C(Nc1ccc(N2CCOCC2)cc1)c1ccc(Cl)c(S(=O)(=O)N2CCCC2)c1 is listed with i	22.1	0.6	99
COc1ccc(C(=O)NCC(=O)OCc2nc(N)nc(Nc3ccccc3C)n2)cc1 is listed with i	43.4	3.1	46

Remaining list, next part
SMILES	T cell HTS	T cell HTS vesicle-bound %	NTR1 ag	NTR1 ag cell count 20 µM
COc1ccc(-c2sc3ccc(OC)cc3c2-c2ccc(O)cc2)cc1	i	11.0	10.0	33
CCN1CCN(C(=O)c2ccc(S(=O)(=O)Nc3ccccc3)cc2)CC1	i	54.7	-0.8	79
COc1ccc(OCC(=O)OCC(=O)Nc2cc(S(=O)(=O)N3CCOCC3)ccc2Cl)cc1	i	53.5	-0.9	43
O=C(COC(=O)Cc1ccc(Br)cc1)NCc1cccs1	i	35.9	-0.2	54
COc1ccc(C2(c3ccc(OC)cc3)NC(=O)N(CC(=O)NC3(C#N)CCCCC3)C2=O)cc1	i	47.2	-1.2	58
CC(=O)Nc1ccc(S(=O)(=O)N(C)CC(=O)OCC(=O)c2ccc[nH]2)cc1	i	42.7	1.2	53
CC1(C)Oc2ccc3ccc(=O)oc3c2[C@@H](O)[C@H]1O	i	47.5	1.2	55
C[C@H](CO)N1C[C@H](C)[C@@H](CN(C)C(=O)Nc2ccc3c(c2)OCO3)Oc2ccc(NC(=O)CCC(F)(F)F)cc2C1=O	i	16.7	-1.4	61
